# D1 potentiator = enhances dopamine response at the human D1 receptor | P21728 | HEK293 TREx D1 cells, calcium flux, dopamine EC20 potentiation | potentiation, % at 10 µM | 360,000 compounds, 0.036% hits; in the data active means potentiation above about 30%; further: 0% is about no effect
# Target sequence (P21728 whole entry, looked up): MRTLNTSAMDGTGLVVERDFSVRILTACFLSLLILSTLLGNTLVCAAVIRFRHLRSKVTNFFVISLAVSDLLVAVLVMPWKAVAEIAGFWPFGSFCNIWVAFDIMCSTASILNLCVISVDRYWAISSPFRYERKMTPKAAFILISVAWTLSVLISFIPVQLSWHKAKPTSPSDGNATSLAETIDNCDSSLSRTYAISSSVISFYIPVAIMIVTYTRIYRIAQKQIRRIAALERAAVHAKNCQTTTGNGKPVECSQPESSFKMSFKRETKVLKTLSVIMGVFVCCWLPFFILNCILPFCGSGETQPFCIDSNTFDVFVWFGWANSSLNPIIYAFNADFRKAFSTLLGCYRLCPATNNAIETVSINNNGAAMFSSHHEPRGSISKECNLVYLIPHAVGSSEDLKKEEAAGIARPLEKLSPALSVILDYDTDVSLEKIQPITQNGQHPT
# TRHR PAM = allosterically enhances the human TRH receptor; TRHR cells, fluo-8 calcium fluorescence, EC20 TRH enhancement; 360,000 compounds, 0.66% hits; enhancement, % at 2 µM; AID 493056; in the data active means enhancement above about 30%; further: 0% is about no effect
#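 TRHR-expressing cells loaded with fluo-8 calcium dye were read kinetically (ex 480/em 530) during compound addition, then stimulated with an EC20 of TRH (10 nM final). Enhancement of the Gq-mediated intracellular calcium response was scored.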
# RXFP1 antagonist = RXFP1 (human) relaxin receptor antagonism. Q9HBX9. HEK293-RXFP1, relaxin-stimulated cAMP HTRF, 30 min; active compounds read low. activity change, negative = inhibition, % at 57.5 µM. 350,000 compounds, 0.59% hits. AID 1259400;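 active means activity change of -60% or lower, but not beyond a set lower limit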; further: on the % scale 0 is the no-effect control and ±100 the full control effect
# D2 antag = D2 dopamine receptor (human) antagonism; P14416; HEK293 TREx D2 cells, calcium flux, dopamine EC80; inhibition, % at 10 µM; 340,000 compounds, 2% hits; in the data active means inhibition above about 30%; further: 0% is about no effect
# Target sequence (P14416 whole entry, looked up): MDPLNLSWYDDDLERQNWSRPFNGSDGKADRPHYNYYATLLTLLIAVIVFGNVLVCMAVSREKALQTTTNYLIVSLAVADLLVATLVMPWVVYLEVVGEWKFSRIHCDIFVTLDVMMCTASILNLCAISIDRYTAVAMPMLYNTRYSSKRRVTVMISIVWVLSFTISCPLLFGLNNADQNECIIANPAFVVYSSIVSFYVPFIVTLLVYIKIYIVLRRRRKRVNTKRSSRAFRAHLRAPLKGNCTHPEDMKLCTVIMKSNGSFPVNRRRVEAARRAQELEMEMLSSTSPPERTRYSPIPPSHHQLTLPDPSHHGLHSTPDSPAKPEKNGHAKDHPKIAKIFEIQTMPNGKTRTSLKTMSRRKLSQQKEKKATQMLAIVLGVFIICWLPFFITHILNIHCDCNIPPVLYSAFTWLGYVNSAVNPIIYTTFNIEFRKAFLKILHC
#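 Dopamine at EC80 is the agonist stimulus; test compounds precede it by 180 s. Calcium flux read kinetically in a force-coupled, inducible HEK293 T-REx D2 cell line.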
# D2 agonist = agonists of human D2 dopamine receptor; P14416; HEK293 T-REx D2 cells, calcium flux agonist mode; activation, % at 2 µM; 340,000 compounds, 0.53% hits;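 active means activation over 3 SD above normal in the single-dose calcium agonist read, cut at about 30% in these data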; further: 0% is about no effect
#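 Agonism is scored from calcium flux in a force-coupled, inducible HEK293 cell line expressing D2, read kinetically for 180 s after compound addition against dopamine controls.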
# TRHR agonist = TRH receptor (human) agonism | P34981 | TRHR cells, calcium flux fluo-8, FDSS agonist mode | activation, % at 2 µM | 360,000 compounds, 0.18% hits | AID 493084; further: 0% is about no effect
#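 In this calcium-flux screen, cells bearing human TRHR are dye-loaded with fluo-8, baselined for 10 cycles, then exposed to library compounds; positive kinetic calcium responses during the agonist phase mark hits, with TRH as control.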
# D1 antagonist = antagonists of human D1 dopamine receptor; P21728; HEK293 TREx D1 cells, calcium flux, dopamine EC80; active compounds read low; activity change, negative = inhibition, % at 10 µM; 360,000 compounds, 3.2% hits; in the data active means activity change below about -30%; further: on the % scale 0 is the no-effect control and ±100 the full control effect
#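 Kinetic fluorescence of a calcium dye serves as the read-out. D1-expressing Hek293 Trex cells, induced overnight at 30 C, are exposed to compound for 180 s before an EC80 dopamine addition, then read 180 s further.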
# D1 ag = activates the human D1 dopamine receptor; P21728; HEK293 T-REx D1 cells, calcium flux, agonist mode; activation, % at 2 µM; 360,000 compounds, 1% hits; further: 0% is about no effect
#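 Agonism was scored from calcium flux recorded over 180 s (1 read/s) after pintool compound addition, following a 10-cycle baseline. Cells were inducible force-coupled HEK293 TREx D1, plated overnight at 30 C and loaded with no-wash calcium dye.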
# D2 potentiator = positive allosteric modulators of human D2 dopamine receptor; HEK293 T-REx D2, calcium flux, EC20 dopamine potentiation; 340,000 compounds, 0.34% hits; P14416; potentiation, % at 10 µM;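 active means potentiation over 3 SD above the plate norm, cut at about 30% in these data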; further: 0% is about no effect
#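 Tetracycline-induced HEK293 T-REx cells force-coupled to calcium signalling expressed D2; compounds were pin-added after a 10 s baseline, read kinetically 180 s, then an EC20 dopamine challenge followed with a further 180 s calcium read.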
# Active calls of the source: *; . = no result given. Unless noted, no stated cut-off is given here; in the data, active means activation above about 30%; inactive means the rest. Random draw from the library, and some 7.3% of all compounds hit somewhere here.
SMILES,D1 potentiator,TRHR PAM,RXFP1 antagonist,D2 antag,D2 agonist,TRHR agonist,D1 antagonist,D1 ag,D2 potentiator
COc1ccc(CN2CC(=O)N(c3ccc(C)c(C)c3)C2=S)cc1OC,-10.6,2.1,-16.3,-3.0,-0.1,1.2,-36.0*,5.7,0.3
CCOC(=O)N1CCN(CC(=O)c2c(C)[nH]c3ccccc23)CC1,-6.5,-5.9,-7.6,.,.,-0.2,-7.6,0.0,6.3
COc1cc(Cl)c(C)cc1NC(=O)CN1C(=O)C2CCCCC2C1=O (stereo not drawn),-5.5,-4.1,4.7,-24.7,-0.3,0.3,-6.0,0.6,5.1
CCOC(=O)C(=NCCOC)NNc1cc(Cl)ccc1Cl,3.8,3.0,-15.0,14.1,-1.1,-1.9,7.8,3.8,6.2
OCCN=C(c1ccccc1)C12CN3CN(CN(C3)C1)C2,-1.7,16.8,.,-1.8,0.0,1.2,1.5,0.2,8.1
Cc1cccc(NCc2nc(SCC(=O)Nc3ccccc3)n[nH]2)c1,3.1,3.3,12.0,-1.6,0.5,-0.3,0.4,2.1,2.5
NNc1nnc(-c2ccccc2)c(-c2ccccc2)n1,1.9,-10.8,23.4,-4.6,0.3,0.3,1.4,0.3,5.9
O=C(O)/C=C/c1ccc([N+](=O)[O-])o1,0.5,-1.2,9.3,18.0,1.2,1.9,-0.3,-0.5,1.6
CN(CC(=O)Nc1ccc(F)cc1)C(=O)CSc1nc2ncc(Cl)cc2[nH]1,9.5,-0.6,-18.5,4.5,-0.1,-0.2,2.7,-2.1,-5.3
Cc1cc(C)nc(/N=C2/NC(=O)CS2)n1,-3.9,-1.2,-14.3,2.2,0.3,0.9,-22.8,2.3,4.4
O=C(O)c1cc(O)c2c(c1)[C@H]([C@H]1c3cc(C(=O)O)cc(O)c3C(=O)c3c(O[C@@H]4O[C@H](CO)[C@@H](O)[C@H](O)[C@H]4O)cccc31)c1cccc(OC3O[C@H](CO)[C@@H](O)[C@H](O)[C@H]3O)c1C2=O (stereo partly drawn),-1.2,11.9,.,-29.4,1.9,-0.4,6.4,-1.8,9.0
CCCC[C@@H]1CN=C(N)N1CCc1cc(C(F)(F)F)cc(C(F)(F)F)c1,-3.6,-18.7,.,-18.8,-1.1,-0.6,18.1,3.7,-0.1
Nc1c(N(Cc2ccco2)C(=O)c2ccccc2F)c(=O)[nH]c(=O)n1Cc1ccccc1,3.1,0.2,-1.1,-11.2,0.0,0.9,-5.1,2.7,2.1
Cc1ccc(S(=O)(=O)C2(C(=O)N3CCN(c4cc(C)ccc4C)CC3)CC2)cc1,7.5,29.8,-21.0,.,.,-0.3,-3.3,-2.5,.
Fc1ccccc1-n1ncc2c1ncn1nc(COc3ccc(Cl)cc3)nc21,4.5,1.8,2.2,.,0.0,-0.1,-3.4,2.6,-4.7
CCN(C(=O)Cn1cnc2sc(C)c(S(=O)(=O)N3CCN(c4ncccn4)CC3)c2c1=O)c1ccccc1F,4.3,-1.5,.,.,.,-1.0,-5.3,-1.4,-2.2
N#Cc1ccccc1NCC(=O)N1CCN(S(=O)(=O)c2ccccc2)CC1,8.7,9.0,-4.9,-7.7,0.0,0.2,2.8,1.0,3.5
Cc1ccccc1Nc1nnc(SCC(=O)Nc2ncc(C(F)(F)F)cc2Cl)s1,-0.9,-6.5,6.0,-5.9,-1.0,-0.6,-17.8,-0.2,0.6
COC(=O)C1=C(Nc2cc(Cl)cc(Cl)c2)CSC1,-9.3,18.3,20.1,.,.,0.0,-10.7,0.5,.
Cc1ccc(NC(=O)Cc2ccc(NC(=O)N3CCCCc4ccccc43)cc2)cc1Cl,-2.6,-1.3,.,.,.,0.9,-5.1,3.0,-1.2
CCN(CC(=O)Nc1c(F)cccc1F)C(=O)c1ccc(-c2ccccc2)cc1,-2.1,-3.2,-18.4,-1.8,-0.8,-1.1,0.4,1.1,14.7
Cc1cccc(Nc2nc(C)cc(C)c2C#N)c1,9.2,1.4,11.2,12.7,1.6,0.2,11.2,2.9,12.0
CCOC(=O)c1ccccc1NC(=S)N1CCN(C(=O)c2ccco2)CC1,-5.0,3.7,10.5,1.4,-2.2,-1.3,-13.9,-0.5,12.3
Cc1cc(C(=O)N/N=C/c2c[nH]c3ccccc23)c(C)o1,-5.2,-2.8,-6.1,-2.4,-0.8,-0.7,14.5,-0.2,-5.6
N#Cc1cn(CCOc2ccc(F)cc2)c2ccccc12,-8.0,-10.3,0.1,12.8,0.9,1.1,-14.8,6.3,28.6
CC1CCN(C(=O)CSc2c3c(nc4ccc(Cl)cc24)CCCC3)CC1,-0.2,2.9,6.1,.,-0.2,-1.3,8.5,-1.3,18.6
COc1cc(OC)cc(-c2cc3nc4c(c(N5CCN(c6ncccn6)CC5)n3n2)CCCC4)c1,-5.3,-1.6,-18.6,-8.2,-0.2,0.0,-1.5,0.0,-12.9
CC(C)N(Cc1nc(-c2ccccc2)no1)C(=O)CN(C)S(=O)(=O)c1ccccc1,-8.9,-1.8,-0.8,12.6,0.4,-0.8,-6.1,9.1,.
O=C1NC2(CCCCCC2)Oc2ccccc21,-0.4,0.4,-4.2,0.0,-0.5,-0.4,-16.6,-0.6,13.8
S=C(NCc1ccco1)N/N=C/c1ccc(Cl)cc1,-6.5,8.3,-13.0,19.2,-0.4,-0.1,-8.4,7.3,8.6
O=S1(=O)CCN2C(Cc3ccc(SC(F)F)cc3)=CSC2=N1,-2.0,-5.5,-9.1,-1.8,0.3,0.3,-2.6,4.4,-6.1
O=C(NCCCN1CCCC1=O)c1cc(-c2ccc3c(c2)OCO3)nc2ccccc12,-4.5,14.9,-10.1,-23.7,0.0,-0.5,4.0,1.0,9.4
Cc1ccc2sc(NC(=O)CSc3nc(C)cc(C)c3C#N)nc2c1,11.6,-2.9,9.6,-1.5,0.2,0.7,-1.8,4.1,-6.0
CC(C)(C)CC(=O)Nc1nn[nH]n1,0.4,-2.4,4.4,7.4,-0.2,0.1,-4.5,3.2,0.7
CCn1c(SCC(=O)Nc2ccccc2C(=O)OC)nc2c1c(=O)n(C)c(=O)n2C,18.9,4.6,.,-2.8,0.2,0.1,3.7,6.0,5.8
Cc1c(C(=O)N2CCN(C(c3ccccc3)c3ccccc3)CC2)oc2ccccc12,-2.5,-0.6,-20.1,25.1,-0.9,0.6,1.2,1.6,7.3
CCOc1ccc(S(=O)(=O)N2CCN(CC(O)COc3cccc([N+](=O)[O-])c3)CC2)cc1 (stereo not drawn),-8.3,-5.7,-9.3,-28.3,0.2,0.4,-14.6,8.5,9.3
COc1cc2c(cc1Cl)C(=O)C(F)(c1ccccc1)C(=O)N2 (stereo not drawn),0.2,3.7,2.4,-15.7,1.8,2.4,4.3,6.8,3.1
O=C(Cc1cccs1)Nc1cccc([N+](=O)[O-])c1,-3.0,0.1,-25.1,3.1,1.2,0.6,2.3,5.3,-7.5
CCCC[n+]1ccc(-c2nc3ccc([N+](=O)[O-])cc3[nH]2)cc1,-10.8,-2.1,7.3,-2.1,-0.9,0.1,-3.0,1.2,-2.4
CC1=C(C(=O)NC2CCCC(C)C2C)C2(CCCCC2)OC1=O (stereo not drawn),1.6,11.1,.,18.1,2.7,-0.1,15.4,-0.3,11.4
COc1ccc(N2C(=O)C(CC(=O)Nc3ccccc3)N(CCC3=CCCCC3)C2=O)cc1 (stereo not drawn),1.4,-4.1,.,.,-0.2,1.1,14.1,6.8,-24.1
CC/C(O)=C1\C(=O)CC(C)(C)CC1=NCCc1nc2ccccc2[nH]1,-2.1,-2.9,19.0,-1.0,0.2,-0.6,3.7,1.2,9.1
COc1ccc(Nc2nc(N)nc(CSc3nc4ccccc4s3)n2)cc1,2.2,4.6,.,.,0.8,-0.5,2.6,-0.5,8.3
CC(=O)c1c(C)[nH]c(C(=O)COC(=O)CNS(=O)(=O)c2ccccc2)c1C,-9.2,-1.0,-12.7,-6.4,0.2,1.2,2.1,2.3,-10.0
O=C(Nc1cnn(Cc2ccc(Cl)cc2)c1)c1ccc([N+](=O)[O-])cc1,1.0,12.7,-5.8,-20.8,0.2,-0.3,2.9,0.8,-5.4
CSC1=C(C#N)C(C)C2=C(CC(C)(C)CC2=O)N1 (stereo not drawn),-9.5,-2.5,-3.2,15.4,0.5,-0.2,-11.1,1.7,-6.6
Cc1ccc(CNC(=O)CCc2ccc(S(=O)(=O)NC3CCCCC3)cc2)cc1,-2.4,15.0,-1.1,9.8,0.4,-0.2,2.8,10.1,2.7
O=C(O)c1ccc(S(=O)(=O)c2ccc3c(c2)C(=O)N(NC(=O)c2ccncc2)C3=O)cc1,3.6,-4.3,-9.0,7.4,0.1,-0.5,0.5,1.3,3.4
Cn1ccnc1C1CCCCN1Cc1nc(-c2ccc3c(c2)OCO3)no1 (stereo not drawn),-1.8,-5.4,-4.5,-0.4,-1.3,-0.5,-5.3,1.0,-0.7
COc1cccc(N(C(=O)CNC(=O)c2ccco2)C(C(=O)NC2CCCC2)c2ccncc2)c1 (stereo not drawn),0.9,-4.0,3.6,23.8,1.3,1.0,-3.0,1.2,.
CCOC(=O)CC(=O)CSc1nnc2sc3ccccc3n12,-5.0,16.3,-9.2,-2.3,-0.9,0.1,4.6,0.0,12.8

# Molecules shown so far containing an NH in an aromatic ring, in the order listed:
SMILES,D1 potentiator,TRHR PAM,RXFP1 antagonist,D2 antag,D2 agonist,TRHR agonist,D1 antagonist,D1 ag,D2 potentiator
CCOC(=O)N1CCN(CC(=O)c2c(C)[nH]c3ccccc23)CC1,-6.5,-5.9,-7.6,.,.,-0.2,-7.6,0.0,6.3
Cc1cccc(NCc2nc(SCC(=O)Nc3ccccc3)n[nH]2)c1,3.1,3.3,12.0,-1.6,0.5,-0.3,0.4,2.1,2.5
CN(CC(=O)Nc1ccc(F)cc1)C(=O)CSc1nc2ncc(Cl)cc2[nH]1,9.5,-0.6,-18.5,4.5,-0.1,-0.2,2.7,-2.1,-5.3
Nc1c(N(Cc2ccco2)C(=O)c2ccccc2F)c(=O)[nH]c(=O)n1Cc1ccccc1,3.1,0.2,-1.1,-11.2,0.0,0.9,-5.1,2.7,2.1
Cc1cc(C(=O)N/N=C/c2c[nH]c3ccccc23)c(C)o1,-5.2,-2.8,-6.1,-2.4,-0.8,-0.7,14.5,-0.2,-5.6
CC(C)(C)CC(=O)Nc1nn[nH]n1,0.4,-2.4,4.4,7.4,-0.2,0.1,-4.5,3.2,0.7
CCCC[n+]1ccc(-c2nc3ccc([N+](=O)[O-])cc3[nH]2)cc1,-10.8,-2.1,7.3,-2.1,-0.9,0.1,-3.0,1.2,-2.4
CC/C(O)=C1\C(=O)CC(C)(C)CC1=NCCc1nc2ccccc2[nH]1,-2.1,-2.9,19.0,-1.0,0.2,-0.6,3.7,1.2,9.1
CC(=O)c1c(C)[nH]c(C(=O)COC(=O)CNS(=O)(=O)c2ccccc2)c1C,-9.2,-1.0,-12.7,-6.4,0.2,1.2,2.1,2.3,-10.0

# Compound activity as filed in PubChem.
